Assay outcomes (PubChem BioAssay)
CHO-K1 Ca antag = counter-screen for M1 antagonists: effect in parental CHO-K1 cells | ATP-induced calcium, Fluo-8 fluorescence | inhibition, % at 3 µM | hit rate 0.6% among 360,000;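 active = inhibition above a per-plate cutoff, the plate's mean sample inhibition plus 3 SD, cut at about 24% in these data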;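 also: 0% = DMSO plus EC80 ATP and 100% = DMSO alone without ATP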
TAAR1 antagonist = antagonists of human TAAR1 | Q96RJ0 | CHO RD-HGA16 TAAR1, Fluo-8 calcium fluorescence, antagonist | inhibition, % at 3 µM | hit rate 1.5% among 360,000;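 active = inhibition above a per-plate cutoff, the mean inhibition of test compounds on that plate plus 3 SD, cut at about 49% in these data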;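 also: 0% = DMSO plus EC80 beta-PEA response and 100% = DMSO alone without agonist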
Target sequence (Q96RJ0 whole entry, looked up): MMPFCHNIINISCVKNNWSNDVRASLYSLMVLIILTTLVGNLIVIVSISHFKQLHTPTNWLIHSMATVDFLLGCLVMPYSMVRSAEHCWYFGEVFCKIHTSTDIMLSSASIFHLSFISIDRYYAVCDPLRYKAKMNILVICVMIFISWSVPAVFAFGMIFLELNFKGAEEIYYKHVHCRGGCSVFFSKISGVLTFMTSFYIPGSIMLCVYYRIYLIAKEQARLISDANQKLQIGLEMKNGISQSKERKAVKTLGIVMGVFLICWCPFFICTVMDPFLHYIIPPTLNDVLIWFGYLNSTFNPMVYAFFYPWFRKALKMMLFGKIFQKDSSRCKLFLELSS
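System: RD-HGA16 CHO cells with stable hTAAR1 and Gα16 | Probe or stimulus: EC80 β-phenethylamine stimulus | Dosing: 3 µM, single point | Times: Dye loading 75 min at 37 °C, then 30 min room temperature | Measured by: Fluo-8 calcium-sensitive fluorescence | Read-out basis: % inhibition of agonist calcium response | Replicates: n of 1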
CHO parental Ca = counter-screen for OX1R antagonists: effect in parental CHO cells; hit rate 0.63% among 330,000; parental CHO-K1, ATP-induced calcium, Fluo-8 fluorescence; inhibition, % at 5.6 µM; AID 463079;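 active = inhibition above that plate's mean sample inhibition plus 3 SD, cut at about 26% in these data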;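 also: 0% = ATP-challenged DMSO wells and 100% = DMSO wells without ATP; some compounds past the cut are filed as inactive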
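Measured by: calcium-sensitive Fluo-8 fluorescence / Test system: CHO parental line / Controls: ATP-challenged DMSO wells low, unchallenged DMSO wells high / Measure: % inhibition / Compound: single nominal dose of 5.6 µM per compound / Replicates: single well per compound, no replicates / Reagent: ATP as calcium-mobilizing challenge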
M1 ag parental = M1 agonist counterscreen hit in parental CHO-K1 cells. hit rate 0.48% among 360,000. Fluo-8 calcium fluorescence; scaled to maximal ATP response, vehicle zero. AID 602248. activation, % at 3 µM; in the data active = activation above about 15%;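 also: untransfected CHO-K1 host cells lacking M1 receptor as counterscreen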
V1aR counter = counter-screen for oxytocin receptor agonists: human V1a receptor agonists; P37288; CHO-V1R cells, Fluo-8 calcium fluorescence, agonist mode; 0% DMSO, 100% 3 nM vasopressin; activation, % at 3 µM; hit rate 0.25% among 320,000; AID 2797;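 active = activation above the mean activation of all tested compounds plus 3 SD, per screening run, cut at about 20% in these data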;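 also: signal is peak over basal fluorescence ratio across a 100 second FLIPR read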
GPR7 antagonist = antagonists of human GPR7 (neuropeptides B/W receptor 1); GPR7-expressing cells, fluorescence antagonist assay; inhibition, % at 4.4 µM; hit rate 1.1% among 290,000; in the data active = inhibition above about 16%, passing the limit was not always enough;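 also: cells stimulated with the agonist NPW; 0% = agonist with vehicle and 100% = vehicle without agonist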
Target sequence (P48145 whole entry, looked up): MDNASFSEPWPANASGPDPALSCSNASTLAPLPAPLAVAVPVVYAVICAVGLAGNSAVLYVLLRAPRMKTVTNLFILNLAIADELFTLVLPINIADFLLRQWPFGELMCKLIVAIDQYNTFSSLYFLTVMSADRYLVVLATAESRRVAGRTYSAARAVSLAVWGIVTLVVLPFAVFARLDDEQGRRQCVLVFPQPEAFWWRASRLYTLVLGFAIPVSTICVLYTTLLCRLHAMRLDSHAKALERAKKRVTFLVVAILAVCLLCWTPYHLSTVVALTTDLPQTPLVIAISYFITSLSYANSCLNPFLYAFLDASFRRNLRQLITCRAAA
OXTR potentiate = potentiators of human oxytocin receptor. P30559. CHO-OTR cells, Fluo-8 calcium fluorescence, potentiator mode; 0% = oxytocin EC15, 100% = EC100. activation, % at 3 µM. hit rate 0.061% among 320,000. AID 2445;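 active = activation above that plate's cutoff, the mean activation of tested compounds plus 3 SD, cut at about 6.6% in these data, passing the limit was not always enough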;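 also: 100% uses oxytocin at 75 nM as the full agonist control; some results filed as inactive read as strong as hits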
Target sequence (P30559 whole entry, looked up): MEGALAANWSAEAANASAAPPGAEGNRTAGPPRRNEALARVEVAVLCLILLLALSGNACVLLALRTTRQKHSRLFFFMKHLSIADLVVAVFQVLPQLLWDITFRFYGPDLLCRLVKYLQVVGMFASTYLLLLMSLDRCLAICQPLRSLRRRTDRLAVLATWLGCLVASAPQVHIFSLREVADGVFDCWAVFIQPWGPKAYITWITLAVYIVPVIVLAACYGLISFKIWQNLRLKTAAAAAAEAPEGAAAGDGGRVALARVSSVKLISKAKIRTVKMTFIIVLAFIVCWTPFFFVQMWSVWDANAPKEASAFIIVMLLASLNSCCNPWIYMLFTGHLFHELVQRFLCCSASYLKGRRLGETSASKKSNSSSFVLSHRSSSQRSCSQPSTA
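Measured by – Fluo-8 calcium dye fluorescence · Test system – human OTR in CHO cells · Dosing – one concentration, 3.0 µM compound · Controls – EC15 oxytocin alone as 0%, 75 nM oxytocin as 100% · Evaluation – normalized max/min fluorescence ratio, % activation · Timing – 6 min pre-incubation, 100 s read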
CHO-K1 Ca PAM = nonselective activator or artifact in parental CHO-K1 calcium assay. hit rate 0.02% among 360,000. ATP EC20, Fluo-8 calcium fluorescence; 0% at ATP EC20, 100% at ATP max. AID 602247. activation, % at 3 µM;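 active = activation above the run cutoff, the mean activation of all test compounds plus 3 SD, cut at about 40% in these data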;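 also: peak over basal fluorescence ratio in a 140 s read after ATP addition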
OXTR ag = human OXTR agonism; CHO-OTR cells, Fluo-8 calcium fluorescence; normalized: DMSO 0%, oxytocin 100%; activation, % at 3 µM; hit rate 0.32% among 320,000;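 active = activation above the mean of all tested compounds plus 3 SD, cutoff set per screening run, cut at about 20% in these data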;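 also: peak over basal fluorescence ratio from a 100 s FLIPR kinetic read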
* hit, by the source's call; . = no result given.

SMILES	CHO-K1 Ca antag	TAAR1 antagonist	CHO parental Ca	M1 ag parental	V1aR counter	GPR7 antagonist	OXTR potentiate	CHO-K1 Ca PAM	OXTR ag
CSc1nc2ccccc2n1Cc1cccc([N+](=O)[O-])c1	-5	2	-20	0.9	-0.6	-7	-9	-4	-1.8
CCOCCCn1c(=NC(=O)c2cccs2)c(C#N)cc2c(=O)n3ccccc3nc21	5	8	-4	0.5	1.3	10	-11	-1	-1.0
Cc1ccccc1N/N=C/c1sc(=O)n(Cc2cccc(C(=O)O)c2)c1Cl	-7	41	-1	0.4	0.1	-4	-4	-7	-0.3
COc1cccc(-c2c(-c3cc(OC)cc(OC)c3)n(C)c3ccc(-c4cnc(N5CCOCC5)nc4)cc23)c1	8	-6	-6	1.1	1.2	.	-4	3	1.4
Cc1ccc(CN2C(=O)CCC2C(=O)NC2CCCC2)cc1 (stereo not drawn)	-15	-21	-10	0.2	0.2	6	-2	26	1.7
COc1ccc(S(=O)(=O)Nc2cc(S(=O)(=O)N3CCOCC3)ccc2OC)cc1	-12	4	-7	1.7	0.7	.	-1	20	0.8
C(=N\Nc1ccc2nncn2n1)/c1ccccn1	-7	-19	-29	0.7	-0.1	0	2	20	0.7
Cc1ccc(-n2nnnc2SCC(=O)Nc2cccnc2Cl)cc1	3	-7	-9	5.3	5.2	-6	-6	10	3.9
COCCn1nnnc1C(c1ccc(C(F)(F)F)cc1)N1CCOCC1 (stereo not drawn)	-8	0	-12	0.0	1.0	-3	-8	-14	0.8
COc1ccc(S(=O)(=O)N2CCC(C(=O)NCc3cccc(OC)c3)CC2)cc1	-8	3	-5	0.9	6.8	2	-8	15	0.3
CCOc1ccc(C(=O)Nc2ccccc2C(=O)O)cc1	-7	-5	9	0.1	1.5	9	3	23	0.2
Cc1ccc(Sc2ncccc2C(=O)N(C)Cc2cccs2)c(C)c1	-18	-2	-25	3.7	4.4	-7	-5	5	4.1
COc1cc(C2NC(=O)NC(C)=C2C(C)=O)cc(OC)c1OC (stereo not drawn)	-7	-16	16	-0.4	1.7	21	-9	5	0.8
COC(CNC(=O)Cn1nc(Cc2ccncc2)c2ccccc2c1=O)OC	-17	2	-2	0.2	-0.2	0	-4	-7	-0.5
Cc1cc(C)c(S(=O)(=O)N2CCN(C(=O)c3ccc(-n4nc(C)c(Cl)c4C)cc3)CC2)c(C)c1	-14	31	.	0.2	.	.	.	7	.
CCOC(=O)c1ccc(N=C2C(=S)N(c3ccc(C(=O)OCC)cc3)C(=N)N2/N=C/c2ccccc2)cc1	4	19	2	0.6	-0.4	-6	-3	11	-0.6
CCN1CCN(C(=S)NC(=O)c2cccc(Br)c2)CC1	-6	6	-13	-0.4	0.6	.	-4	14	1.3
Cc1cccc(N(C(=O)CNC(=O)c2cccs2)C(C(=O)NC2CCCC2)c2cccnc2)c1 (stereo not drawn)	12	-2	-13	-0.3	0.5	6	-2	-8	-0.3
COc1ccc(NC(=O)c2ccco2)cc1NC(=O)c1ccccc1[N+](=O)[O-]	6	-4	-3	1.1	-0.6	6	-9	-19	0.6
COC(=O)c1ccccc1Nc1ccccc1	-4	18	-11	-0.2	-1.2	-10	-13	-8	-1.8
Cc1noc(C)c1CS(=O)(=O)Cc1ccc(Cl)cc1	-15	5	-11	0.6	0.2	-9	1	17	-0.5
COC(=O)Nc1ccc(S(=O)(=O)Nc2cnc3ccccc3n2)cc1	-16	-8	-9	1.6	0.5	-12	-3	-6	1.2
CC(C)[C@H](NC(=O)c1ccccc1F)C(=O)OCCN1C(=O)c2ccccc2C1=O	-9	-3	-13	1.2	1.6	.	-3	-2	1.2
CCOc1ccc(NC(=O)CSc2nnnn2C2CC2)cc1S(=O)(=O)N1CCCC1	1	-1	3	0.2	0.8	.	-12	0	-0.5
FC(F)(F)c1nc(SCc2ccccc2)n[nH]1	-14	-33	0	0.6	0.3	.	-1	22	0.2
Cc1ccc(S(=O)(=O)N/N=C\c2ccc3c(c2)OCO3)cc1	-17	-9	-15	0.1	1.5	2	-2	3	-0.7
CN(C)/C=N/C(=S)Nc1cc(Cl)cc(Cl)c1	10	-11	-3	18*	5.4	5	-6	4	4.4
O=C(c1ccc2c(c1)OCO2)N1CCC(Cc2ccccc2)CC1	-1	-16	16	0.5	-1.1	19*	0	-1	-2.7
Cc1ccc(C2=NN(CC(=O)NCc3cccnc3)C(=O)CC2)cc1	.	.	-20	.	0.3	-16	2	.	-0.5
CCCn1c(C)nc2cc(Cl)c(N3CCN(c4nc(-c5ccc(C)cc5)cs4)CC3)cc21	-11	-16	-46	0.5	-1.3	-3	0	9	-1.0

A draw from above in order of SMILES length, smallest number first.
SMILES	CHO-K1 Ca antag	TAAR1 antagonist	CHO parental Ca	M1 ag parental	V1aR counter	GPR7 antagonist	OXTR potentiate	CHO-K1 Ca PAM	OXTR ag
COC(=O)c1ccccc1Nc1ccccc1	-4	18	-11	-0.2	-1.2	-10	-13	-8	-1.8
FC(F)(F)c1nc(SCc2ccccc2)n[nH]1	-14	-33	0	0.6	0.3	.	-1	22	0.2
Cc1noc(C)c1CS(=O)(=O)Cc1ccc(Cl)cc1	-15	5	-11	0.6	0.2	-9	1	17	-0.5
O=C(c1ccc2c(c1)OCO2)N1CCC(Cc2ccccc2)CC1	-1	-16	16	0.5	-1.1	19*	0	-1	-2.7
Cc1ccc(S(=O)(=O)N/N=C\c2ccc3c(c2)OCO3)cc1	-17	-9	-15	0.1	1.5	2	-2	3	-0.7
Cc1ccc(C2=NN(CC(=O)NCc3cccnc3)C(=O)CC2)cc1	.	.	-20	.	0.3	-16	2	.	-0.5
CCOc1ccc(NC(=O)CSc2nnnn2C2CC2)cc1S(=O)(=O)N1CCCC1	1	-1	3	0.2	0.8	.	-12	0	-0.5
CC(C)[C@H](NC(=O)c1ccccc1F)C(=O)OCCN1C(=O)c2ccccc2C1=O	-9	-3	-13	1.2	1.6	.	-3	-2	1.2
CCCn1c(C)nc2cc(Cl)c(N3CCN(c4nc(-c5ccc(C)cc5)cs4)CC3)cc21	-11	-16	-46	0.5	-1.3	-3	0	9	-1.0

(more compounds)
SMILES	CHO-K1 Ca antag	TAAR1 antagonist	CHO parental Ca	M1 ag parental	V1aR counter	GPR7 antagonist	OXTR potentiate	CHO-K1 Ca PAM	OXTR ag
COc1cc(OC)cc(C(=O)NCC(=O)NC(C)CCc2ccccc2)c1 (stereo not drawn)	-3	-20	-26	1.3	0.6	-10	-3	5	0.2
CCCCn1c(=NC(=O)c2cccnc2)c(C#N)cc2c(=O)n3cccc(C)c3nc21	0	-3	-14	0.5	-0.4	-7	-7	0	-1.7
O=C(CCn1c(=S)oc2ccccc21)N1CCCCC1	-6	3	-4	1.4	0.3	-5	-6	21	-0.3
COc1ccnc(Oc2ccc(Cl)cc2)c1C#N	0	-14	-2	3.1	-0.7	-15	-5	17	-1.0
CC1CCCC(NC(=O)C2CCC(CNc3c(N4CCCCC4)c(=O)c3=O)CC2)C1C (stereo not drawn)	-12	-14	3	1.2	-0.1	-9	-2	16	0.3
COCCCNC(=O)c1cc2c(=O)n3cccc(C)c3nc2n(C(C)C)c1=N	-6	6	-4	0.1	0.5	-5	-2	21	-0.3
Cc1[nH]c(C)c(S(=O)(=O)N2CCCCC2)c1C(=O)N1CCCCC1	-13	-18	-2	0.7	0.5	-17	-3	17	0.3
O=C(c1cccnc1)N1CCN(c2ccccc2Cl)CC1	.	.	2	.	1.1	-3	-4	.	-0.3
O=C(c1ccc(S(=O)(=O)N2CCCC2)cc1)N1CCN(S(=O)(=O)c2cccc(F)c2)CC1	-1	-8	.	0.9	.	5	.	12	.
CN(C)c1ccc(N=Nc2ccc3ncccc3c2)cc1	-11	19	.	2.1	.	.	.	12	.
CCc1nn2c(NCCOC)cc(C)nc2c1-c1ccc(F)cc1	-7	-21	-19	-0.4	-0.9	-10	0	-8	-1.6
O=C1N/C(=N\N=C\c2cccs2)SC1Cc1cccc(Cl)c1Cl (stereo not drawn)	5	-6	-2	0.4	-0.6	-6	-6	9	-1.5
O=C(CSc1ccccn1)c1ccc2c(c1)OCO2	4	8	-6	0.3	-0.1	0	-6	14	0.6
COc1cccc(CN2CCNC(=O)C2CC(=O)N(C)CCC2CCOCC2)c1OC (stereo not drawn)	3	-10	-11	0.7	0.9	-7	6	19	0.3
O=C(C1CC1)N1CCc2cc(Br)cc(S(=O)(=O)NCC3COc4ccccc4O3)c21 (stereo not drawn)	-3	9	-19	1.7	0.7	11	-13	11	1.0
Cc1cc(C(F)F)n2ncc(C(=O)NCc3ccccc3)c2n1	-5	2	-2	0.4	-0.7	-7	3	11	-1.5
CCOc1ccc(NC(=O)NC23CC4CC(CC(C4)C2)C3)cc1	-4	-6	-18	2.8	0.4	-9	-12	10	-1.6
CC(C)NC(=O)c1onc(CSc2ccc(F)cc2)c1C(=O)O	-7	8	-1	-0.2	1.7	3	-3	10	1.1
C1CCCN(CCCCN2CCCCCC2)CC1	-4	0	-2	0.1	-0.2	4	-7	-15	0.8
O=C1CCCN1CC(O)CS(=O)(=O)Cc1ccc(Cl)c(Cl)c1 (stereo not drawn)	-1	-5	-3	1.0	0.1	3	-15	19	0.2
COc1ccc(/C=N\NC(=O)c2ccc(=O)[nH]n2)cc1O	-6	-19	0	0.4	1.5	13	-1	9	0.7
O=C(NC1CCN(Cc2ccccc2)CC1)c1cccc(S(=O)(=O)Nc2ccc(Br)cc2)c1	-5	10	-23	3.7	8.3	.	-12	1	10
COCCNC(=O)C(c1ccc(F)cc1)N(C(=O)CCC(=O)Nc1ccccn1)C1CCCCC1 (stereo not drawn)	-7	14	-9	0.7	0.1	-15	-4	21	-0.4
CC(CCc1ccccc1)NC(=O)CN1CCOc2ccccc21 (stereo not drawn)	10	17	-13	0.1	-1.2	-12	1	-10	-1.2
O=C(Nc1ccc(Oc2ccc(NC(=O)C3CCCO3)cc2)cc1)C1CCCO1 (stereo not drawn)	-12	14	-4	0.5	0.8	4	-4	6	0.7
COc1ccc([C@H]2CC(=O)C=C(c3ccc(C(F)(F)F)c(C(F)(F)F)c3)C2)cc1OC	-12	-13	-9	0.2	0.8	.	-1	-7	0.7
COc1ccc([N+](=O)[O-])cc1N(CC(=O)Nc1ccccc1C(=O)N1CCOCC1)S(C)(=O)=O	-13	-18	-4	0.8	0.8	-17	1	12	0.5
COc1ccc(OCC(=O)Nc2ccc(S(=O)(=O)Nc3nc(C)cc(C)n3)cc2)cc1	-2	-2	-13	1.8	2.5	-13	-13	13	1.3
